Vc quorum ag – quorum light induction in luxS cqsA deficient V. cholerae; V. cholerae BH1578 lux reporter, luminescence, 6 h; activation, % at 18.7 µM; actives 0.16% (n = 350,000); in the data active = activation mostly above about 9.7%, no sharp cut-off; also: not every result past the cut was called active; inactives centre near 0; reference of the scale not given here
Y pestis TopoI – Y. pestis Topo-I inhibition via cleavage products. actives 0.064% (n = 360,000). AID 504884. activity, % at 10 µM. Y. pestis Topo-I cleavage product accumulation, plate reader; in the data active = activity above about 50%, passing the limit was not always enough; also: inactives centre near 2
PrPC surface inh – reduces human prion protein on the cell surface. P04156. cell surface PrPC, TR-FRET read-out. actives 0.43% (n = 370,000). inhibition, % at 13.8 µM. AID 720596; in the data active = inhibition above about 24%; also: 0% = median of the test wells and 100% = reference compound wells
SSB-PriA inh – inhibitors of Klebsiella pneumoniae PriA binding to SSB C-terminal tail | AlphaScreen SSBct-PriA binding, biotinylated peptide | inhibition, % at 33 µM | actives 0.6% (n = 430,000); in the data active = inhibition mostly above about 37%, no sharp cut-off; inactive = mostly below about 20%;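 also: plate controls were negative control peptide for no effect and reference peptide for full effect; strong numbers were not always called active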
CCHF vOTU inh – CCHFV vOTU protease inhibition; AID 651958; Pep-AMC fluorescence; inhibition, % at 11.5 µM; actives 0.55% (n = 370,000); in the data active = inhibition above about 30%; also: 0% = vehicle wells with enzyme and 100% = no enzyme wells
MazEF act – activators of E. coli MazEF toxin-antitoxin RNase; AID 504720; activation, % at 20 µM; actives 0.32% (n = 350,000); FAM/BHQ RNA-DNA oligo cleavage fluorescence, 5 h; in the data active = activation above about 50%
Target sequence (P0AE70 whole entry, looked up): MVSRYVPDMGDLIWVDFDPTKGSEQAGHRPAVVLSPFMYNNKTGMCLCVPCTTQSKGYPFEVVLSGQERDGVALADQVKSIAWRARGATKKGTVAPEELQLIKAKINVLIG
3CLpro inhibitor – SARS-CoV 3CLpro protease inhibition | P0C6X7 | recombinant SARS-CoV 3CLpro, quenched FRET peptide cleavage | inhibition, % at 6 µM | actives 0.14% (n = 290,000) | AID 1706; in the data active = inhibition above about 12%
Rv3671c protease – Rv3671c (M. tuberculosis) protease inhibition. P9WHR9. inhibition, % at 5.96 µM. actives 0.048% (n = 320,000). AID 2606; in the data active = inhibition above about 38%;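 also: extracellular domain of Rv3671c used as enzyme; 0% = enzyme with DMSO and 100% = no enzyme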
Target sequence (P9WHR9 whole entry, looked up, the tested form may be a part): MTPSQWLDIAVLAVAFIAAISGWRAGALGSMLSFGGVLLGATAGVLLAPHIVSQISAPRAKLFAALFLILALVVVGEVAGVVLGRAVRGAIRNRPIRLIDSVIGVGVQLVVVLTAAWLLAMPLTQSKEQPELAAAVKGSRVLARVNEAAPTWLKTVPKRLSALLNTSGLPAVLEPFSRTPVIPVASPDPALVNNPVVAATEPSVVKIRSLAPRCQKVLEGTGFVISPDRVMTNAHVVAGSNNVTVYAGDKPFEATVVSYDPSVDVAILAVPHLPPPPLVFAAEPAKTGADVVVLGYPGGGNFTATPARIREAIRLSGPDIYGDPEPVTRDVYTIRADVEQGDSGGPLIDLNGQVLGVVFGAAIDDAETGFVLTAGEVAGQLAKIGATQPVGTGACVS
TcdB GH inh – blocks C. difficile toxin B glycohydrolase activity; P18177; inhibition, % at 9.99 µM; actives 0.24% (n = 350,000); TcdB glycohydrolase enzymatic assay, plate reader; in the data active = inhibition above about 10%
DUSP3 inh – inhibitors of human VHR1 phosphatase (DUSP3). P51452. recombinant VHR phosphatase, pNPP absorbance. inhibition, % at 13.3 µM. actives 0.52% (n = 290,000); in the data active = inhibition above about 50%; also: some compounds called inactive have numbers as strong as hits
Target sequence (P51452 whole entry, looked up): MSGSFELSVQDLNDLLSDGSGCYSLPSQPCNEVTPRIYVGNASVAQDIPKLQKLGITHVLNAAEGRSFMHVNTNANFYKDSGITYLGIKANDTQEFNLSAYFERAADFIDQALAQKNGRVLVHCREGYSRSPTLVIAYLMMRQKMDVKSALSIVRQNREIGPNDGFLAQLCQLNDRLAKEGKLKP
* = called active by the depositor; i = inactive; · = not tested or not shown; & = joins results of further samples.

SMILES	Vc quorum ag	Y pestis TopoI	PrPC surface inh	SSB-PriA inh	CCHF vOTU inh	MazEF act	3CLpro inhibitor	Rv3671c protease	TcdB GH inh	DUSP3 inh
NC(=O)c1nsc(C(=O)N(c2ccc(Cl)cc2)C(C(=O)NCC2CCCO2)c2cccs2)c1N (stereo not given)	-0.2	26	22	-1	15	1	-2	-1	0.8	15
CCOc1ccc(S(=O)(=O)NCc2ccccn2)cc1NC(=O)c1ccccc1F	-0.5	11	2	4	8	6	-6	-8	0.7	12
COc1ccc(Cl)cc1Nc1cc(C)nc2ncnn12	0.4	3	3	·	-7	-1	·	·	1.4	·
Cc1cc(OCC(=O)N2CCOCC2)ccc1[N+](=O)[O-]	-0.5	4	-1	-12	-6	1	5	-4	1.0	19
Cc1cccc(-n2ncc3c(NCCCn4ccnc4)ncnc32)c1	-0.1	-1	-4	-7	-3	2	-7	2	-0.1	-5
Cc1c2ccncc2c(C)c2c1[nH]c1ccccc12	7.7	-37	·	-1	·	-17	-9	3	·	9
COc1ccc(CCCC(=O)NCC(=O)N/N=C/c2cc(Cl)ccc2OC)cc1	i	15	2	·	2	2	-4	·	1.2	21
O=C(NC(=S)Nc1ccc(N2CCCC2)cc1)c1ccc(F)cc1	-0.1	1	-4	8	8	9	1	0	1.3	24
COC(=O)[C@]1(Cc2ccccc2)N[C@H](c2ccc(-c3cccc(Cl)c3)cc2)[C@@H]2C(=O)N(C)C(=O)[C@@H]21	i	24	-2	2	2	-12	·	-10	-0.7	·
CCCCCCN1C[C@@H](n2cc(-c3ccc(F)cc3)nn2)[C@H](O)C[C@@H]1c1ccc(Cl)cc1	-1.1	11	0	·	5	5	·	·	2.1	·
Cc1cc(-c2ccc(C)c(S(=O)(=O)NCc3ccc(OC(C)C)cc3)c2)on1	-0.2	34	8	-6	12	4	7	-1	1.5	-17
COC(=O)c1sccc1NC(=O)C1C2C=CC(C2)C1C(=O)O (stereo not given)	-1.3	-6	4	3	4	5	3	4	·	20
O=C(C1CCCN(S(=O)(=O)c2ccc([N+](=O)[O-])cc2)C1)N1CCCCC1 (stereo not given)	-0.9	8	·	1	·	-1	-1	0	·	20
COc1ccc(NC(=O)c2cc(Cl)ccc2NC(=O)c2ccco2)c(OC)c1	-0.2	-9	-9	-11	11	0	4	-2	·	29
CC1CCCCC1NC(=O)C(Cc1ccccc1)NS(=O)(=O)c1cccs1 (stereo not given)	i	0	4	-17	-14	-2	9	-11	·	21
Cc1ccc(S(=O)(=O)NCCNS(=O)(=O)c2ccccc2Br)cc1	-7.3	14	-1	-11	12	5	·	·	1.0	·
CCOC(=O)C1=C(c2ccccc2)NC(SCC(=O)Nc2ccc(C)cc2)=C(C#N)C1c1ccco1 (stereo not given)	-0.2	4	·	12	·	-3	2	-7	-0.8	7
O=C(COc1ccc([N+](=O)[O-])cc1Cl)Nn1cnnc1	-0.2	4	-10	-3	21	11	3	2	-0.9	6
Cc1cccc(CN2C(=O)/C(=C\c3ccc(C(=O)NCCN4CCOCC4)cc3)Sc3ccccc32)c1	-0.3	38	·	2	·	-21	5	-30	·	14
CCc1nc2c(OCc3ccc(C#N)cc3)cccn2c1N(C)C(=O)c1cccs1	-0.4	5	11	·	14	·	·	·	-2.6	·
O=C(CCCc1ccccc1)Nc1ccccn1	-2.1	7	5	-6	1	12	-1	-8	0.3	33
Cc1ccc(/C=C2/NC(=O)N(Cc3ccccc3)C2=O)s1	i	7	0	-8	-6	41	3	1	·	10
COc1ccccc1OCC(=O)/C=C1/N(C)c2ccccc2C1(C)C	i	-4	4	-1	-7	-17	0	2	4.2	13
Oc1ccc(/C=N/Nc2ccc(Cl)nn2)c(O)c1O	0.3	-8	-2	·	-6	45	-3	10	-12	·
COC(=O)c1ccc(CNC(=O)COC(=O)CCC(=O)c2ccc(F)cc2)cc1	0.6	3	7	-11	-3	2	·	-1	1.2	·
CC(=O)OCc1c(C(F)(F)F)nn(C)c1SCc1ccc(Cl)cc1	i	33	-2	-69	6	1	2	-9	·	3
O=C(COC(=O)c1ccccc1NC(=O)c1ccco1)NCCC1=CCCCC1	i	18	-4	-1	2	-5	2	-5	·	-16
CC(Cc1ccccc1)=NNS(=O)(=O)c1ccc([N+](=O)[O-])cc1	·	3	-1	-3	7	88*	·	·	-0.5	·
CC(C)C[C@H](NC(=O)N1CC(=O)Nc2ccccc21)C(=O)N[C@H](C(=O)O)c1ccccc1	-0.5	4	0	2	-1	4	1	-2	·	8
CCS(=O)(=O)n1nc(-c2ccccc2)nc1N	-0.3	-1	1	-7	10	-11	-6	-6	·	20

Exported field by field: 3 of the compounds above
Cc1cccc(CN2C(=O)/C(=C\c3ccc(C(=O)NCCN4CCOCC4)cc3)Sc3ccccc32)c1
- Vc quorum ag: -0.3
- Y pestis TopoI: 38
- PrPC surface inh: ·
- SSB-PriA inh: 2
- CCHF vOTU inh: ·
- MazEF act: -21
- 3CLpro inhibitor: 5
- Rv3671c protease: -30
- TcdB GH inh: ·
- DUSP3 inh: 14

CCc1nc2c(OCc3ccc(C#N)cc3)cccn2c1N(C)C(=O)c1cccs1
- Vc quorum ag: -0.4
- Y pestis TopoI: 5
- PrPC surface inh: 11
- SSB-PriA inh: ·
- CCHF vOTU inh: 14
- MazEF act: ·
- 3CLpro inhibitor: ·
- Rv3671c protease: ·
- TcdB GH inh: -2.6
- DUSP3 inh: ·

O=C(CCCc1ccccc1)Nc1ccccn1
- Vc quorum ag: -2.1
- Y pestis TopoI: 7
- PrPC surface inh: 5
- SSB-PriA inh: -6
- CCHF vOTU inh: 1
- MazEF act: 12
- 3CLpro inhibitor: -1
- Rv3671c protease: -8
- TcdB GH inh: 0.3
- DUSP3 inh: 33

Next section
SMILES	Vc quorum ag	Y pestis TopoI	PrPC surface inh	SSB-PriA inh	CCHF vOTU inh	MazEF act	3CLpro inhibitor	Rv3671c protease	TcdB GH inh	DUSP3 inh
COc1cc2cc(/C=C/C(=O)c3ccco3)c(Cl)nc2cc1OC	i	-3	-3	0	13	267*	5	-17	·	27
c1ccc2c(C[C@@H]3CNCCN3CCCCC3CCCCC3)cccc2c1	i	-3	2	3	5	20	·	1	1.0	·
Cc1ccc(CCNC(=O)CCS(=O)(=O)c2ccc(Br)cc2)cc1	-0.2	-4	0	2	-6	2	6	1	0.5	32
Cc1ccc(NC(=O)CSc2nnc(CSc3nc(C)cc(C)n3)n2Cc2ccco2)c(C)c1	0.1	1	4	-8	13	1	-3	-1	·	8
CS(=O)(=O)N1Cc2ccccc2-n2nncc2C1	-0.2	0	1	-7	-1	2	·	·	1.8	·
Cc1ccc2c(Cl)cc(Cl)c(OCC(=O)NCCc3ccccn3)c2n1	-0.3	4	-11	-11	1	-31	1	0	2.3	22
CCCNC(=O)NC(=O)CSc1nnc(C)n1N	3.4	-8	4	1	-1	9	0	-8	·	9
CCCCC(=O)NC(NC(=S)N1CCCCCC1)C(Cl)(Cl)Cl (stereo not given)	-3.8	3	4	-13	10	-3	-1	0	·	-4
COc1ccccc1C(=O)Nc1c(C)cc(Br)cc1C	-0.2	-7	0	-14	-10	-3	5	-11	0.4	6
COc1cccc(-c2cc3nc(Nc4ccc(OC)c(OC)c4)n(C)c(=O)c3s2)c1	-0.5	3	-14	·	2	·	·	·	0.9	·
CCN1CCN(Cc2c(C(=O)N/N=C(\C)c3ccc(Cl)cc3)nnn2-c2nonc2N)CC1	-0.1	-14	1	·	-2	2	2	2	-3.0	21
C=CCn1c(SCC(=O)NCC2CCCO2)nc2sc(CC)cc2c1=O (stereo not given)	i	1	3	-10	10	1	·	0	0.5	·
COc1ccc(/C=N/Nc2nccnc2Cl)c(OC)c1	-1.8	6	7	·	0	16	4	7	-8.2	18
C=C(C)CSc1nnc2[nH]c(=O)cc(N)n12	·	8	4	-8	4	-3	-1	4	·	·
COc1cccc(C(=O)NCc2ccc3[nH]c(C)cc3c2)c1	i	-21	5	18	-4	12	-2	-1	-0.4	10
CN(C)S(=O)(=O)c1cccc(CSCc2cccc(S(=O)(=O)N(C)C)c2)c1	-0.8	25	12	-4	-13	-1	4	0	0.8	-24
CC(=O)NC1C(=O)N=C(SCC(=O)Nc2cccc(Cl)c2)NC1=O (stereo not given)	-0.3	-13	-3	5	-9	-6	1	-15	-1.5	14
CCC(C)NC(=O)c1ccc(Cl)c(S(=O)(=O)Nc2ccccc2N2CCOCC2)c1 (stereo not given)	-0.2	1	-3	-13	9	1	·	-5	1.4	·
CCc1c(C)c(C#N)c2[nH]c3ccccc3n2c1=S	-0.7	-4	-12	7	-9	-2	7	-19	0.4	25
CN1C(=O)C(O)(CC(=O)c2ccccn2)c2cc(Br)ccc21 (stereo not given)	-0.6	-5	-40	-6	-3	-1	-2	-7	·	22
O=C(COC(=O)c1ccc(S(=O)(=O)N2CCCCCC2)cc1)Nc1ccccc1C(F)(F)F	i	5	-3	·	-7	2	·	·	1.9	·
Cc1cccc(N(C)C(=S)Oc2ccc3ccccc3c2)c1	-0.4	15	10	-13	14	-11	-2	-4	0.4	-30
O=[N+]([O-])c1c(NCCO)cc(N2CCCCC2)c2nonc12	-0.1	1	-43	-3	15	-8	-1	-5	-0.6	11
CCCN(CCC)C(=O)C(c1ccccc1)C1(O)CCCCC1 (stereo not given)	-1.0	9	0	-13	12	-2	·	·	-0.5	·
CN(C(=O)COC(=O)c1ccc(CN2CCCC2=O)cc1)c1ccccc1	i	-4	0	1	1	9	·	-3	0.0	·
O=C(CSc1nccc(=O)[nH]1)NCc1ccco1	i	0	5	2	9	2	-4	-4	0.6	6
O=Cc1c(-c2ccccc2)nc2ccccn12	-0.6	7	8	-5&-7	-3	3	-4	-2	0.7	18
CC1(C)Cc2c(sc3[nH]c(=S)n(Cc4ccco4)c(=O)c23)CO1	i	-9	5	-1	17	-2	0	-1	·	-24
O=c1nccc(N/N=C/c2ccccc2)[nH]1	i	-4	2	·	4	3	2	·	-0.2	-2
CN(Cc1nc(-c2ccc(Cl)cc2)no1)C(=O)c1ccc2c(c1)OCO2	-0.4	33	·	-2	·	5	·	12	·	·
O=C(COc1ccc(Br)cc1)NCCNC(=O)c1ccccn1	i	8	0	-5	6	2	2	-2	0.9	32
C[C@@]12CCC[C@H](O1)[C@@H]([C@H](O)c1ccccc1)O2	i	3	-7	-14	3	-2	·	9	1.1	·
CCCN1CCN(C(=O)Cn2cnc3sc(C)c(S(=O)(=O)N4CCC(C)CC4)c3c2=O)CC1	-0.2	8	-7	10	4	13	0	5	-1.0	27
CC(C)C(=O)N(c1cc2sc(=O)oc2c2ccccc12)S(=O)(=O)c1cccs1	i	7	-7	30	-8	-11	-1	-5	0.4	-4
CCCc1cc2c(cc1NC(=O)c1ccco1)OCO2	1.6	3	6	4	-2	3	1	5	-0.1	22
O=C1c2ccc([N+](=O)[O-])cc2S(=O)(=O)N1Cc1ccccc1	i	3	-1	4	6	7	0	1	0.3	15
COc1ccc(S(=O)(=O)N(C)C[C@H]2Oc3ccc(NC(=O)Nc4c(C)noc4C)cc3C(=O)N([C@H](C)CO)C[C@@H]2C)cc1	i	25	1	-5	12	6	·	-2	-2.3&1.1	·
c1ccc(-c2ccc3nnnn3n2)cc1	-0.6	3	-6	-7	-2	2	-5	0	0.2	13
CCCN=CC1=C(O)CC(c2ccccc2)CC1=O (stereo not given)	-0.4	-2	-2	-2	-3	2	-1	-4	·	-9
CC(=O)c1ccc(C(C)(C)c2ccc(C(C)=O)s2)s1	-6.0	7	6	-36	6	-24	2	3	·	2
Cc1cc(NS(=O)(=O)c2ccc(NC(=O)Nc3ccc4c(c3)OCO4)cc2)no1	-0.2	-2	11	-2	-12	-8	-3	3	·	-4
CCC(C)C(NS(=O)(=O)c1ccc(C)cc1)C(=O)Oc1ccc2c3c(c(=O)oc2c1)CCC3 (stereo not given)	-1.9	31	0	-2	-18	-14	5	-18	0.0	2
NC(=O)CC1C(=O)N(c2ccccc2)C(=S)N1NC(=O)c1ccccc1 (stereo not given)	i	-5	1	0	-13	-11	-3	·	0.7	-5
CCCCCCCCCCCCCCCC(=O)OC/C=C(C)/C=C/C=C(C)/C=C/C1=C(C)CCCC1(C)C	-0.3	11	-3	-4	5	-11	·	-9	-0.2	·
CCOC(=O)c1cc(-c2ccccc2)sc1NC(=O)COC(=O)c1ccc(Cl)c(S(N)(=O)=O)c1	-0.6	-9	·	-18	·	16	6	0	·	8

Source: PubChem

Not all compounds are listed (hit frequency here may not be typical).
